# IDH1 R132H inh: human IDH1 R132H inhibition; O75874; Potency, µM (top dose mostly 76.6 µM), inactives show at the highest dose activity change, negative = inhibition, actives largely listed as inhibitors; IDH1-R132H enzyme, NADPH consumption, diaphorase/resazurin fluorescence; AID 602179; hit rate 0.093% among 390,000; also: potency is read from the fitted curve at half-maximal effect; % is scaled to controls: 0 for no effect and ±100 for the full control effect; nearly all actives have a fitted effect of over 65% in size
#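 IDH1-R132H (0.5 ug/mL) preincubated 30 min with compound, then NADPH (0.016 mM) and alpha-KG (2 mM) added; 80 min at RT, pH 7.5. Remaining NADPH coupled via diaphorase/resazurin to fluorescence (540/590 nm); concentration-response curves normalized to no-enzyme control.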
# USP1 inh: inhibitors of human USP1/UAF1 deubiquitinase | O94782 | recombinant USP1/UAF1, Ub-Rhodamine cleavage fluorescence | Potency, µM (highest dose often 57.1 µM), inactives show top-dose activity change, negative = inhibition, actives largely listed as inhibitors | hit rate 0.23% among 390,000; also: potency is read from the fitted curve at half-maximal effect; % is scaled to controls: 0 for no effect and ±100 for the full control effect; nearly all actives have a fitted effect of over 60% in size; inactives centre near -12
# Target sequence (O94782 whole entry, looked up): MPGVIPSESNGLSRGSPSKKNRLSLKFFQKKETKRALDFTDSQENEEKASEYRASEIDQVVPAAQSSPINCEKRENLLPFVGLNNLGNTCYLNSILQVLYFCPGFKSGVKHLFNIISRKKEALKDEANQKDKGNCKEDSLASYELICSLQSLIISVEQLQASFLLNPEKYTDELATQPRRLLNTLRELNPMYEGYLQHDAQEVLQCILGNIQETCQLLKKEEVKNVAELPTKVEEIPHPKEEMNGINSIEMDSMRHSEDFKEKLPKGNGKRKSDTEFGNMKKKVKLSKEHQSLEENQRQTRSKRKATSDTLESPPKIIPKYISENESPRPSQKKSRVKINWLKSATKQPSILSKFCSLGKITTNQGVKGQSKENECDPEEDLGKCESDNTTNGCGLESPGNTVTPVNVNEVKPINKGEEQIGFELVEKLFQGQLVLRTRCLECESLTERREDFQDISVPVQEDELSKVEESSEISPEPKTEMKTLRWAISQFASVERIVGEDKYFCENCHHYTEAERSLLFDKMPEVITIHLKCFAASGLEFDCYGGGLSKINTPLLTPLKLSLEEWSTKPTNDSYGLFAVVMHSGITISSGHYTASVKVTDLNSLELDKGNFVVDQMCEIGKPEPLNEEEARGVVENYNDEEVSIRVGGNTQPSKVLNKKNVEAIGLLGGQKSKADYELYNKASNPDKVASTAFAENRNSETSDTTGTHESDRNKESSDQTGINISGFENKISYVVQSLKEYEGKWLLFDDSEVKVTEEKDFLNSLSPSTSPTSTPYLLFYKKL
#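 High-throughput fluorogenic screen: 1nM USP1/UAF1 complex, Ub-Rho substrate 150nM final, 50mM HEPES pH 7.8 with 0.5mM EDTA, 0.1 mg/ml BSA, 1mM TCEP and 0.01% Tween-20.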
# Vif-APOBEC3F blk: blocks the Vif interaction with APOBEC3F; HeLa A3F-eYFP + Vif (tagged APOBEC3F with the HIV-1 protein that degrades it), YFP fluorescence increase; AID 602313; hit rate 0.2% among 390,000; Potency, µM (highest dose often 46.1 µM), without a hit: top-dose activity, negative = active; also: potency is read from the fitted curve at half-maximal effect; % of control where 0% means no effect; nearly all actives have a fitted effect of over 65% in size
#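 HeLa cells stably expressing A3F-eYFP plus Vif, plated and incubated overnight at 37 deg C, then exposed to compounds overnight at 37 deg C. Blocked degradation read as raised yellow fluorescence (Ex 488/Em 500-530).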
# Vif-APOBEC3G blk: inhibitors of Vif-APOBEC3G interaction. Q9HC16. HeLa A3G-eYFP + Vif (tagged APOBEC3G with the HIV-1 protein that degrades it), YFP fluorescence, overnight. Potency, µM (doses to about 46.1 µM), without a hit: at the top dose activity, negative = active, most hits filed as inhibitors. hit rate 0.076% among 410,000. AID 602310;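 also: potency is read from the fitted curve at half-maximal effect; % is scaled to controls: 0 for no effect and ±100 for the full control effect; nearly all actives have a fitted effect of over 60% in size; hits raise eYFP signal because A3G escapes Vif-driven loss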
#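 HeLa cells stably expressing Vif and C-terminally eYFP-tagged A3G, seeded overnight at 37 deg C, then exposed to compound by pintool overnight at 37 deg C. Rise in yellow fluorescence (Ex 488/Em 500-530, Acumen) marks blocked Vif-driven A3G degradation.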
# LDHA inh: LDHA (human) enzyme inhibition; activity change, % (values are at about 110 or 230 µM); AID 1347041; purified LDHA, NADH/diaphorase-resazurin fluorescence; hits give low values; P00338; hit rate 0.15% among 480,000; in the data active = activity change below about -30%; inconclusive = mostly about -25% to -30%;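 also: plate controls were DMSO wells for no effect and wells without enzyme for full effect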
#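 Remaining NADH was detected by diaphorase (0.133 mg/mL) converting 37 µM resazurin to fluorescent resorufin, read at 0 and 20 minutes. The preceding 5-minute room-temperature reaction used 2 nM LDHA, 0.2 mM sodium pyruvate and 0.06 mM NADH at pH 7.4.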
# PI4K2A inh: blocks human PI4K2A kinase activity. hit rate 0.13% among 420,000. Q9BTU6. activity change, negative = inhibition, % at 76.9 µM. AID 1346378. purified PI4K2A, ADP-Glo luminescence, 1 h; hits give low values; in the data active = activity change below about -50%; inconclusive = mostly about -30% to -49%;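 also: -100% = wells without enzyme as full effect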
#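 ADP-Glo luminescence measured ADP generated by PI4K2A enzyme (4 ug/mL before mixing) with 1.2 mM PI substrate (pre-mix) and 300 microM ATP (pre-mix). Tris pH7.5 buffer with MgCl2, Triton X-100; 1 h reaction at ambient temperature.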
# TrxR1 substrate: rat thioredoxin reductase 1 substrate activity; Potency, µM (doses to about 114 µM), inactives show at the top dose activity change, negative = substrate turnover; purified TrxR1 substrate turnover, NADPH consumption readout; O89049; hit rate 0.01% among 390,000; also: potency is read from the fitted curve at half-maximal effect; % is scaled to controls: 0 for no effect and ±100 for the full control effect; nearly all actives have a fitted effect of over 50% in size
#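 Rat TrxR1, dispensed at 90 nM, was prereduced with 400 uM NADPH (final) for 5 min at ~22 deg C, then incubated with compound 15 min before 400 uM selenite. A first-read NADPH fluorescence drop versus no-compound background flagged substrates.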
# RXFP1 agonist: activates the human relaxin receptor RXFP1; Q9HBX9; HEK293T-RXFP1 cAMP TR-FRET, 30 min; response scale: percent of porcine relaxin response, buffer zero; Potency, µM (series often up to 57.5 µM), for the others: top-dose activation, actives largely listed as activators; hit rate 0.3% among 370,000; AID 2676; also: potency is read from the fitted curve at half-maximal effect; % is scaled to controls: 0 for no effect and ±100 for the full control effect; nearly all actives have a fitted effect of over 60% in size; many of its hits are not listed in these tables
#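 Agonist response is measured as cAMP accumulation in an RXFP1-transfected HEK293T line under PDE4 inhibition. Values are scaled between buffer-only and 29 nM porcine relaxin, and EC50s come from standard Hill equation fits.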
# Glioma ERSR ind: ER stress response induction in glioma | U87-MG GRP78 promoter luciferase reporter, 16 h | Potency, µM, for inactives: at the top dose activation, most hits filed as activators | hit rate 0.02% among 420,000 | AID 602332; also: potency is read from the fitted curve at half-maximal effect; series mostly up to about 76 µM; % of control where 0% means no effect; nearly all actives have a fitted effect of over 35% in size
#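 Stably transfected U87-MG human glioma cells carrying a GRP78-based luminescent sensor were seeded at 1000 cells/well, pin-dosed with compounds and incubated 16 h. Luciferase reagent was then added, and end-point luminescence was read after 10 min at room temperature.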
# * hit, by the source's call; ? = inconclusive; . = no result given; & = joins results of further samples; [ ] = another dose, or the depositor's remark. Unless noted, calls follow the shape of the dose curve; as a rule, active = well fitted curve in the direction sought with a large enough effect; inconclusive = small, poorly fitted or top-dose-only effect, or another doubt; inactive = no such curve, though single readings can be large; an effect the other way counts as inactive or inconclusive. A portion of the library. The share of hits here may be higher or lower than overall.
SMILES,IDH1 R132H inh,USP1 inh,Vif-APOBEC3F blk,Vif-APOBEC3G blk,LDHA inh,PI4K2A inh,TrxR1 substrate,RXFP1 agonist,Glioma ERSR ind
Cc1cccnc1C(NC(=O)C1CCN(Cc2cn(C)c3ccccc23)CC1)c1ccc(Cl)cc1 (configuration not stated),.,.,.,-14%,-4,-5,.,.,-8%
CCOc1cc(C(=O)CCC(=O)OCC(=O)Nc2ccc(F)cc2)ccc1O,1%,-2%,-10%,3%,-2,4,-8%,0.1%,-1%
CCOc1ccc(N2C(=O)N(Cc3ccc(C)cc3C)c3ccccc3S2(=O)=O)cc1,6%,-8%,2%,-3%,1,1,4%[57.1 µM],1.3%,-4%
Cc1cccc(C)c1OCCCCN1CCNCC1,-2%,-22%,-11%,-5%,-24,10,5%,-0.1%,0%
O=C(CCN1C(=O)C2CC=CCC2C1=O)Nc1cc(C(F)(F)F)ccc1N1CCCC1 (configuration not stated),2%,-11%,-5%,-2%,-10,-4,-10%,-0.2%,-5%
Cc1ccccc1NC(=O)Nc1ccccn1,-6%,-19%,2%,-1%,3,-2,-5%,-1.5%,1%
COc1ccc(OC)c(S(=O)(=O)NCC(=O)O)c1,5%,-20%,-1%,1%,-4,-4,3%,0.0%,-5%
CCCNC(=O)C1(C)CCN(Cc2noc(-c3ccccc3OC)n2)C1 (configuration not stated),.,.,.,-4%,-2,-2,.,.,-1%
O=S(=O)(c1cccc(C(F)(F)F)c1)N(CCCN1CCOCC1)Cc1cccs1,4%&3%,1%&-14%,3%&-15%,-9%&0%,-13&-14,3&1,3%&-7%,-1.0%&-0.3%,-2%&-6%
COc1cc(C2C(C#N)=C(N)OC3=C2C(=O)CC(C)(C)C3)ccc1OC(=O)N1CCOCC1 (configuration not stated),0%,-8%,0%,0%,0&-7,-1,12%,0.9%,-2%
CC(C)CCNc1nc2ccccc2nc1NS(=O)(=O)c1cccs1,3%,-13%,8%,-4%,-3,-1,4%,3.6%,-2%
O=C(CCS(=O)(=O)c1ccc(F)cc1)Nc1nc(-c2ccncc2)cs1,-1%,-22%,5%,-12%,-17,-5,0%,1.9%,-4%
CCOCCCNC(=O)C(c1ccccc1)N(Cc1cccs1)C(=O)CNC(=O)c1ccccc1 (configuration not stated),3%,-4%,4%,-4%,-4,7,-10%,-2.8%,-4%
Cc1nn(CC(=O)NC2CCCCC2)c(=O)c2cc3cc(F)ccc3n12,22%,-21%,2%,-4%,-17,2,3%,4.2%,-2%
NC(=O)C1c2ccccc2Oc2ccccc21,-2%,-13%,-1%,0%,-6,-3,8%,0.2%,-3%
Cc1nc2ncnn2c(C)c1CCC(=O)NCc1cccc(Cl)c1,-6%,-11%,-15%,-2%,-2,0,3%,5.1%,1%
COc1ccc2c(c1)[C@H]1[C@H](CO2)[C@H](c2ccccc2)[C@]2(C)C(=O)Nc3ccc(Br)cc3C(=O)N12,2%,10%,3%,-6%,1,2,-5%,.,-2%
COc1ccc2oc(=N)c(C(=O)Nc3ccccc3Cl)cc2c1,-6%,-12%,-9%,-10%,-5,1,-3%,2.6%,4%
CC(=O)c1ccc(NC(=O)c2ccc3c(c2)N(Cc2cccc(Cl)c2)C(=O)c2ccccc2S3(=O)=O)cc1,-4%,?,-3%,-2%,-1,3,8%,0.1%,1%
Nc1cc(N)nc(SCC(=O)NNC(=O)Cc2ccccc2)n1,13%,-14%,6%,-1%,-3,3,2%[57.1 µM],0.4%,-1%
CCC1(C)Cc2c(sc3nc(NC)n(C)c(=O)c23)CO1 (configuration not stated),-2%,-6%,-2%,1%,0,0,22%,-4.0%,3%
C/C(CC(=O)Nc1ccc2c(c1)OCCO2)=N\NC(=O)Cc1ccccc1,3%,-19%,-21%,0%,-2,2,10%,-2.4%,-3%
Nc1cccnc1-n1nc(C(F)(F)F)cc1C(F)(F)F,9%,-10%,-9%,0%,-4,-9,-3%[57.1 µM],-0.9%,-2%
O=C(NC1CCCCC1)c1ccc(-n2cncn2)c([N+](=O)[O-])c1,0%,-22%,3%,0%,2,0,7%,.,-3%
COc1ccc(NC(=O)CN(C)CC(=O)Nc2cccc3ccccc23)c(OC)c1,1%,-9%,-9%,0%,-21,2,-7%,2.0%,-2%
COc1ccc(-c2oc3ccccc3c(=O)c2OCC(=O)O)cc1,17%,-1%,0%,-2%,-1,-2,103%,-0.4%,-2%
Cc1ccc(SCC(=O)Nc2cc(C)on2)cc1,6%,-20%,1%,-4%,0,1,5%,0.7%,2%
CN1C(C)(C)CC(=NOC(=O)c2ccccc2)CC1(C)C,4%,-19%,0%,0%,4,-6,-2%,0.8%,-6%
COc1ccc(CN(CCC(C)C)S(=O)(=O)c2ccccc2Br)c(OC)c1,-23%,-25%,-2%,-4%,1,-1,1%,.,1%
c1ccc(OCCNc2nc(NCC3CC3)nc3cc(-c4ccccc4)sc23)cc1,.,.,.,?,-4,-3,.,.,0%
Cc1ccc2c(CN3CCCCC3C)cc(=O)oc2c1C (configuration not stated),0%,-14%,-2%,-6%,0&7,-3,1%,1.0%,7%
Cc1ccc(/C(N)=N/OC(=O)C(C)c2ccc([N+](=O)[O-])cc2)cc1 (configuration not stated),2%,-8%,0%,0%,1,-5,3%,2.2%,4%
Cc1ccc(C(=O)NCC(=O)OCC(=O)c2ccc3c(c2)OCCO3)cc1C,6%,-17%,.,0%,-3,3,3%,-0.6%,2%
CNc1nc(C(=O)O)nc(N2CCOCC2)n1,6%,-18%,-12%,3%,5,2,12%,1.5%,-3%
Cc1nc2c(-c3ccc(F)cc3)c(C)nn2c(C)c1CCC(=O)Nc1ccccc1F,4%,-15%,-7%,-7%,-4,3,2%,-1.5%,7%
O=C(Nc1ccc(Cl)cc1C(F)(F)F)c1cc(S(=O)(=O)N2CCOCC2)ccc1F,10%,-12%,2%,-1%,6,0,5%[57.1 µM],6.3%,-2%
COc1cccc(Nc2nc(C(N)CCc3ccccc3)cs2)n1 (configuration not stated),.,.,.,-16%,-3,-2,.,.,-10%
O=C(COC(=O)c1cccc(S(=O)(=O)NCc2ccccc2)c1)c1ccccc1,-2%,-16%,5%,1%,-8,-4,-4%,0.3%,-3%
CN(C(=O)c1cccc(NC(=O)C2CCCN(C(=O)OC(C)(C)C)C2)c1)C1CCC1 (configuration not stated),9%,-19%,0%,1%,-12,-5,4%,.,-3%
COC(=O)Cn1ncc2c3ccccc3n(C)c2c1=O,4%,-1%,.,-1%,-1,3,10%,1.7%,0%
COc1cc(C2C3=C(CC(C)(C)CC3=O)N(C)C3=C2C(=O)CC(C)(C)C3)ccc1O,-2%,-16%,9%,1%,3,-6,1%,5.3%,-1%
COc1cc2c(cc1OC)-c1cc(=Nc3c(C)cc(C)cc3C)n(C)c(=O)n1CC2,.,.,.,-22%,0,-2&-1,-5%[57.1 µM],.,-1%&-11%&-10%&0%
COc1cc(-c2nnc(-c3ccccc3)o2)cc(OC)c1OC,6%,-23%,11%,-7%,0,-3,29%,4.9%,3%
COCCn1c(SCC(=O)NC2CCCCC2C)nc2ccccc2c1=O (configuration not stated),-2%,-8%,-4%,-3%,0,-2,-5%[57.1 µM],3.4%,?
Clc1ccc(-c2c[nH]c3ccccc23)nn1,-8%,-6%,-1%,2%,-13,-1,-4%,0.5%,2%
COc1ccc(CC(N)c2csc(NC(=O)NC(c3ccccc3)c3ccccc3)n2)cc1 (configuration not stated),.,.,.,-14%,-9,4,.,.,-12%
O=c1[nH]cnc2c1ncn2[C@@H]1C[C@@H](O)[C@H](CO)O1,28%,-5%,-9%,-9%,-3,-3,-1%,0.6%,10%
OC1CCCC1NCc1ccnc2cc(Cl)ccc12 (configuration not stated),-2%,-16%,-9%,5%,-8,-2,8%[57.1 µM],.,2%
COc1cccc(CNC(=O)CCNC(=O)N2CC(=O)Nc3ccccc32)c1,-2%,-11%,-2%,0%,-4,-2,.,.,-1%
CN(C)c1ccc(C2(O)C(=O)c3ccccc3C2=O)cc1,-5%,-24%,3%,-5%,-1,3,6%,0.2%,2%
CC(=O)N1CC=CC1(C)C(=O)NCc1cc(F)cc(C(F)(F)F)c1 (configuration not stated),-6%,-22%,-6%,2%,-1,6,0%,0.1%,-3%
COc1ccc2nc(NC(=O)C3=NN(c4ccccc4)C(=O)CC3)sc2c1,6%,-22%,4%,0%,-1,2,-5%,3.1%,-2%
CCCOc1cccc(C(=O)N(Cc2cc(OC)c(OC)c(OC)c2)C2CCS(=O)(=O)C2)c1 (configuration not stated),-11%,-15%,-2%,5%,-8,-3,6%,-0.9%,-6%
Cc1cccn2c(N)c(-c3ccccc3)nc12,0%,-18%,2%,-1%,-2,1,166%[activator],6.2%,2%
Cc1oc(-c2cc(F)ccc2F)nc1CN1CCN(C)C(=O)[C@@H]1C,-12%,-7%,10%,-8%,2,0,-5%,0.0%,-2%
COc1cc(OC)c(OC)cc1/C=C/c1nc2cc3ccccc3cc2c(=O)n1-c1ccc(Cl)cc1,-2%,-10%,0%,-23%,-10,-4,-4%[57.1 µM],-1.1%,-4%
